mcGAS RapidFire = inhibitors of mouse cGAS; actives 0.18% (n = 130,000); recombinant mouse cGAS, cGAMP by RapidFire MS; inhibition, % at 12.5 µM; AID 1259397;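 active means inhibition of cGAS enzyme activity at or above 60%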;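 further: enzyme stimulated by 45 bp dsDNA with ATP and GTP substrates; cGAMP share of summed cGAMP plus half ATP and half GTP signals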
Target sequence (Q8C6L5 whole entry, looked up): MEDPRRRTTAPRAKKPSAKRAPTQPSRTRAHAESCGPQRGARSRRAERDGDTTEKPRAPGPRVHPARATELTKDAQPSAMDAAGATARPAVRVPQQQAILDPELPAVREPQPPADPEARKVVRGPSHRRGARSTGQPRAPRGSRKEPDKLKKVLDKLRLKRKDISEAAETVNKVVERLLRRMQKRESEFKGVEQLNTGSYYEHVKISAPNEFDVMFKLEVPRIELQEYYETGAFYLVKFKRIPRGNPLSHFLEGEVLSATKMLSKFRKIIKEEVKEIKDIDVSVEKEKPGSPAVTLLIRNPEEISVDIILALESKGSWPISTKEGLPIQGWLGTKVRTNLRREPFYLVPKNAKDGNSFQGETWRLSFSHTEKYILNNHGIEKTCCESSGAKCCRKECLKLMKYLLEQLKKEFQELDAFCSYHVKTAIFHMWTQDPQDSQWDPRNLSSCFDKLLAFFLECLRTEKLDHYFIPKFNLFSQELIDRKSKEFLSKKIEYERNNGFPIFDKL
An asterisk follows results filed as active; & = joins results of further samples. Not all compounds are listed; rates above refer to the full screens.

SMILES	mcGAS RapidFire
CC(=O)Nc1cccc(C(=O)NCc2cccnc2Oc2ccccc2)c1	-9
CC1(C)C2([N+](=O)[O-])CN3CC1([N+](=O)[O-])CN(C2)C3c1ccc(Cl)cc1 (stereo unspecified)	-10
CCC(C)Oc1ccccc1/C=C/C(=O)NC1CCOCC1 (stereo unspecified)	-13
CCC(CC)Nc1ccc(-c2nnc(Br)s2)cc1	0
CCOC(=O)C1(Cc2ccccc2C(F)(F)F)CCN(Cc2ccc(COC)o2)CC1	-9
Cc1oc(-n2cccc2)c(C#N)c1C(=O)NC(C)c1ccccc1Cl (stereo unspecified)	11
O=C(NCC1CCCN(C(=O)CCN2CCCCC2=O)C1)c1ccc(F)cc1 (stereo unspecified)	-4
O=c1n(CC2COCCO2)nc(CC2CCNCC2)n1-c1ccccc1 (stereo unspecified)	-11
CC(C)CC(N)c1csc(Nc2ccccn2)n1 (stereo unspecified)	-5
CN(C)c1oc(COc2ccccc2F)nc1C#N	11
N#CC1C(=N)Oc2cc(N)ccc2C1c1ccc(Cl)c(Cl)c1 (stereo unspecified)	7
Cn1c(=O)c2c(nc(CN3CCN(c4ccccc4F)CC3)n2CCCO)n(C)c1=O	6
COC(=O)[C@H]1O[C@H](c2ccccc2)O[C@H]1c1ccccc1	-5
O=C1c2ccccc2C(=O)N1CN(C(=O)C(F)(F)F)c1ccc(Oc2ccccc2)cc1	-2
Cn1cccc1C(=S)N=P(C1CCCCC1)(N1CCOCC1)N1CCOCC1	-15
O=C(c1n[nH]c(=O)c2ccccc12)N1CCC(n2c(=O)[nH]c3ccccc32)CC1	-12
CN1CCC2(CC1)CN(C(=O)c1ccc(-c3nnn(C)n3)cc1)CCN2C	-6
CCCN1CC(n2cc3ncccc3c2O)CC1=O (stereo unspecified)	-16
Cc1nn(-c2ccccc2)c2oc(=O)c3c(c12)CCCC3	-5
C=CCn1nc(C(=O)O)c2c1CCC(NCc1ccc3c(c1)OCCCO3)C2 (stereo unspecified)	-6
O=C1NCCN2CCN(Cc3ccc(Cl)c(Cl)c3)CC12 (stereo unspecified)	-2
CN1CC(=O)N2C[C@@H](NC(=O)c3ccc(OC(F)F)cc3)C[C@H]2C1=O	-13
CC1CN=C(N2CCN(Cc3nnsc3Cl)CC2)S1 (stereo unspecified)	-6
CCC(O)CNC(=O)NC(=C(Cl)Cl)c1ccc(C)c(F)c1 (stereo unspecified)	0
CC(CNc1nc(CCN)nc2ccccc12)Oc1cccnc1 (stereo unspecified)	-11

Next part (2 carried over from the part before).
SMILES	mcGAS RapidFire
CCC(O)CNC(=O)NC(=C(Cl)Cl)c1ccc(C)c(F)c1 (stereo unspecified)	0
CC(CNc1nc(CCN)nc2ccccc12)Oc1cccnc1 (stereo unspecified)	-11
CC(CC(=O)Nc1ccc(Br)cc1)n1cncn1 (stereo unspecified)	-12
CC(C)Cn1c2c(=O)[nH]c(=O)n(C)c2n2c(-c3ccc(F)cc3)nnc12	-5
NCC1Cc2cc(-c3ccc(C(=O)N4CCCCC4)o3)cc(F)c2O1 (stereo unspecified)	-10
C=CCn1c(=C(C#N)C(=O)C(C)(C)C)sc(=Cc2ccc(F)cc2)c1=O	-1
COc1ccc(S(=O)(=O)NC(=O)C2(C)CCN2C(=O)Cc2cc(F)ccc2F)cc1 (stereo unspecified)	-8
COc1ccc(Br)cc1-c1nc(C(N)=O)c2[nH]c(=O)n(-c3cccc(C)c3)c2n1	-10
COc1cccnc1C(=O)N(C)Cc1ccccc1-n1cccn1	-6
COc1ccc(C(=O)OCC(=O)n2c(C)c(C)c3ccccc32)cc1	-7
O=C(c1cc(F)cc2c1OCOC2)N1CCOC(COc2ccc3c(c2)CCCC3)C1 (stereo unspecified)	-2
COC(=O)COc1c(C)cc(C(=O)O)cc1C	-3
CC(C)(C)n1nc(-c2cccc3ccccc23)c2c(N)ncnc21	-19
C/C(CC(=O)Nc1cccc(Cl)c1C)=N/NC(=O)c1ccc([N+](=O)[O-])cc1Cl	-4
CCCCc1ncc(-c2nccn2C(C)Cn2cccn2)[nH]1 (stereo unspecified)	-30
Cn1nnc2c(=O)n(Cc3ccccc3)cnc21	-3
O=C(c1cc2ccccc2[nH]1)N(CC(F)F)C1CC1	8
OCC1(CO)COC(c2ccccc2)=N1	3
Cc1cc(C)c2c(c1)NC(=O)C2CC(=O)NCCc1ncccc1C (stereo unspecified)	-8
Cc1sc(CNC(=O)C2CCOCC2)nc1-c1ccc(Cl)cc1	-3
CSc1n[nH]c(N)c1S(=O)(=O)c1ccccc1	6
Cc1ccc(-n2ncc3c(=O)n(NC(=O)c4cccc5ccccc45)cnc32)cc1	-4
C=CCn1c(SCC(N)=O)nc2sc3c(c2c1=O)CCCC3	-10&-2
O=[N+]([O-])c1cc(S(=O)(=O)Nc2ccc(Br)cc2)ccc1Cl	2
CC(COCC(F)(F)F)NC(=O)NCc1ccc(N(C)C)c(F)c1 (stereo unspecified)	1
N#C/C(=C\n1cccc1-c1ccc([N+](=O)[O-])cc1)c1nn(-c2ccccc2)c(N)c1C#N	2
N#Cc1cccc(CN2CCN3C(C(=O)NCCc4ccccc4)=COC3=NC2=O)c1	-12

Retrieved by structure from above, 2 records:
SMILES	mcGAS RapidFire
CC(CC(=O)Nc1ccc(Br)cc1)n1cncn1 (stereo unspecified)	-12
CC(C)Cn1c2c(=O)[nH]c(=O)n(C)c2n2c(-c3ccc(F)cc3)nnc12	-5

(more compounds)
SMILES	mcGAS RapidFire
Cc1ccc(C(CC(=O)O)NC(=O)CN2C(=O)c3ccccc3C2=O)cc1 (stereo unspecified)	5
CCCc1cc(C(=O)N2CCC3(CCCN(Cc4cccc(OC)c4OC)C3)C2)n(C)n1 (stereo unspecified)	0
COc1ccc(OCCCCOc2ccccc2F)cc1	-2
O=c1cc(CCn2cccn2)nc(-c2ccc(CN3CCC[C@@H]3CO)cc2)[nH]1	89*
COc1ccc(CCN2CC(C(=O)N(C)Cc3c(C)n[nH]c3C)CCC2=O)cc1 (stereo unspecified)	-8
CC1Oc2ccc(-c3cccc(F)c3)cc2N(c2ccc3c(c2)CCO3)C1=O (stereo unspecified)	5
O=C(NCCc1ccc(C(F)(F)F)cc1)NCCc1cccs1	-10
Cc1onc(-c2c(Cl)cccc2Cl)c1C(=O)NC1CCN(Cc2ccccc2)CC1	-1
CCNS(=O)(=O)c1ccc(NC(=O)c2nc3nc(C)cc(C(F)F)n3n2)cc1	-5
O=C(NCCc1cccc(Cl)c1)c1cccc(OC2CCN(C(=O)C3CC3)CC2)c1	1
COc1ccccc1N1CCN(CC(O)COc2cccc3ccccc23)CC1 (stereo unspecified)	-17&-3&0
Cc1cccc(-n2nc3c(c2NC(=O)c2ccccc2)CS(=O)(=O)C3)c1C	-2
Nn1ccc2nc3ccn(CCC4=CCCCC4)c(=O)c3cc2c1=O	-1
Cc1ncoc1C(=O)NCc1cccnc1N1CCN(c2ccccn2)CC1	-3
CCNc1ncc(C(=O)N2CCCC(c3ccccc3)C2)cn1 (stereo unspecified)	-8
CC(=O)N1CCc2c(nc(-c3ccccn3)nc2NCc2cnc(C)cn2)C1	-5
CC(C)C(NC1CCOCC1)C(=O)Nc1ccc2oc(=O)n(C)c2c1 (stereo unspecified)	-10
CCOc1c(I)cc(C(=O)O)cc1OC	-7
O=C(O)c1coc(COc2cccc3cccnc23)n1	-2
CC(=O)NCc1ccc(-c2csc(NC(=O)CN3C(=O)C(C)Oc4ccccc43)n2)cc1 (stereo unspecified)	0
COc1ccc(C(=O)COC(=O)c2c3c(nc4ccccc24)CCCC3)cc1	11
c1ccc2oc(NC3=NCN(C4CCCCCC4)CN3)nc2c1	3
O=C1N(Cc2ccc(F)c(F)c2)c2ccccc2C12NCCS2 (stereo unspecified)	-4
C[C@@H](NC(=O)C1(N(C)CCc2ccccc2)Cc2ccccc2C1)C(N)=O	-30
CC(C)C(NS(=O)(=O)c1cc(F)cc(F)c1)c1cccs1 (stereo unspecified)	0
Other structures:
SMILES	mcGAS RapidFire
C=Cc1ccc(Cn2c(C)c(C(=O)Nc3ccc(OC)cc3)sc2=O)cc1	-2
CC1CN(c2ccc(NC(=O)c3cc(C(C)C)[nH]n3)cc2)CCO1 (stereo unspecified)	-3
CN=c1scc(-c2ccc(F)cc2)n1N=Cc1ccc(F)cc1	-2
Cc1ccn(-c2ccc(N(CCO)Cc3cccnc3)nn2)n1	-16
Cc1cccc2[nH]c(CCN(C)C(=O)c3cc(C4CC4)[nH]n3)nc12	-14
O=C(Cn1nc(C2CC2)c2cnn(-c3ccccc3)c2c1=O)Nc1ccccc1	-8
CCCCc1noc(CN(CC)c2ccccc2C)n1	-3
Cc1nc(-n2cnnc2)ccc1-c1cccc(Cl)c1Cl	-3
COc1ccc(CCN2CCC(CN(C)Cc3cnc[nH]3)CC2)cc1	-11
Cn1ncc(-c2nc(C3CC3)no2)c1NC(=O)C1Cc2cc(Cl)ccc2O1 (stereo unspecified)	3
O=C(Cn1nnnc1-c1ccc(Br)cc1)c1ccccc1	-26
c1cnc(-c2nc(CCNC3CCC4(CCNCC4)CC3)cs2)cn1	-11
OCCNc1cc(-c2ccc3c(c2)OCO3)c2cc[nH]c2n1	-3
Cc1cc(C)n(CCC(=O)N2CCCC(CCC(=O)N(C)CCc3ccccn3)C2)n1 (stereo unspecified)	-7
O=C1Nc2ccc(Br)cc2C12Nc1ccccc1CO2 (stereo unspecified)	2
CC1(C)CC(NC2=NCCCCC2)CC(C)(C)N1	-5
CCOc1cc(-c2nnc(NC(=O)C3=COCCO3)o2)cc(OCC)c1OCC	-6
c1ccc(Cn2c(CSc3nc4ccccc4n3Cc3ccccc3)nc3ccccc32)cc1	-5
CCC(NC(=O)c1csc(CCc2ccccc2)n1)C1CCOC1 (stereo unspecified)	1
Cc1nn(C)c(Oc2ccc(Cl)cc2)c1C1CC(=O)Nc2[nH]ncc21 (stereo unspecified)	-2
O=C(Nc1ccc(-n2cnnn2)cc1)C1CC1	0
CC(C)(C#N)C(=O)Nc1cc(-c2ccccc2F)no1	1
COc1ccc(C(=O)NC2CC2)cc1OC1CCN(Cc2cc(CC(C)C)n[nH]2)CC1	-5&-2
c1ccc2c(c1)CC(CNCc1ccsc1)(N1CCCCC1)C2	-7
FC(F)(F)C1CCCN(c2nsc3ccccc23)C1 (stereo unspecified)	-2
(further entries)
SMILES	mcGAS RapidFire
Cc1cc(C)cc(OCC(=O)OCC(=O)N(C)c2ccccc2)c1	0
Cc1ccc(C(=O)c2ccccc2C(=O)Nc2cccnc2)cc1C	-1
CCn1c(=O)n(CC(=O)NC2CCCc3[nH]c(=O)c(C(N)=O)cc32)c2ccccc21 (stereo unspecified)	-6
Cc1ccc(C)c(-c2[nH]ncc2CN(C)Cc2ncc[nH]2)c1	-13
CCc1ccc(-c2nc(C)c(C(=O)Nc3ccc(OC)nc3)s2)cc1	-9
Cc1c(C(=O)NCc2cccc(C(F)(F)F)c2)sc(=O)n1CCOc1ccc(F)cc1	-10
Cc1ncc(CN2CCCC(C(=O)Nc3ccc(-c4cscn4)cc3)C2)s1 (stereo unspecified)	-4&-3
N#CCc1n[nH]c(=O)c2ccccc12	4
Cc1cc(C)n(CC(C)CNC(=O)c2ccc(Cl)cc2F)n1 (stereo unspecified)	-14
COCCCN(C(=O)c1cccs1)c1c(N)n(CC(C)C)c(=O)[nH]c1=O	-5
COC(=O)N(C)CCCC(=O)Nc1n[nH]c(-c2ccncc2)c1C	-16
Cc1ccc(-n2ncc(C(=O)N3CCC(C(N)=O)CC3)c2C(F)(F)F)cc1	-1
Nc1n[nH]c(-c2ccc(F)cc2)n1	14
CSCCN1CCC(NC(=O)OC(C)(C)C)CC1	-10
Cc1ccc(F)cc1CC(=O)N(C)CCc1scnc1C	15
CC1CNC(=O)CCN1C(=O)c1ccc(CSc2ncccn2)o1 (stereo unspecified)	-7
CSc1ncc(CN2CCN(Cc3ccsc3)C(CCO)C2)cn1 (stereo unspecified)	-1&1
Cc1cccc(SC2CCN(C(=O)c3ccc4nc(C5CC5)oc4c3)CC2)c1	-1
OCC1(CC2CCCCO2)CCN(Cc2ccc(Oc3ncccn3)cc2)CC1 (stereo unspecified)	0
Cc1cc(NC(=O)CNC(=O)c2ccccc2Br)no1	-15
O=C(NCc1nncn1C1CCCCC1)c1cccc2ccnn12	-5
COc1ccc(S(=O)(=O)n2cc(-c3ccc(C)cc3)c(N)n2)c(OC)c1	-11
Cc1nnc(-c2cccc(C#N)c2)n1C1CCN(C(C)C)C1=O (stereo unspecified)	10
CN(C)c1ccc(N=Cc2cc([N+](=O)[O-])ccc2OC(F)F)cc1	46
Fc1ccc(-c2csc3ncnc(Sc4nnc(C5CC5)o4)c23)cc1	-1
CN(C)C1CCCN(C(=O)CCc2ccccc2Cl)CC1 (stereo unspecified)	-16
CC(=O)Nc1ccc(NC(=O)C2(C)CCN2Cc2cccn2C)cc1 (stereo unspecified)	-13
COc1cccc(CC2(CO)CCCN(Cc3cn[nH]c3-c3cc(C)ccc3C)C2)c1 (stereo unspecified)	-12
O=C(CCc1cnccn1)N1CCc2[nH]nc(-c3ccccc3)c2C1	-8
CCNC(=O)CCCC(=O)NCc1sccc1Br	13

Compounds shown so far containing a tert-butyl group, in the order listed:
SMILES	mcGAS RapidFire
C=CCn1c(=C(C#N)C(=O)C(C)(C)C)sc(=Cc2ccc(F)cc2)c1=O	-1
CC(C)(C)n1nc(-c2cccc3ccccc23)c2c(N)ncnc21	-19
CSCCN1CCC(NC(=O)OC(C)(C)C)CC1	-10

Seven entries out of the list, sorted by molar mass, low to high.
SMILES	mcGAS RapidFire
Cc1ccc(C)c(-c2[nH]ncc2CN(C)Cc2ncc[nH]2)c1	-13
Cc1cc(C)n(CC(C)CNC(=O)c2ccc(Cl)cc2F)n1 (stereo unspecified)	-14
Cc1ccc(C(=O)c2ccccc2C(=O)Nc2cccnc2)cc1C	-1
CN(C)c1ccc(N=Cc2cc([N+](=O)[O-])ccc2OC(F)F)cc1	46
Cc1cc(NC(=O)CNC(=O)c2ccccc2Br)no1	-15
Cc1ccc(-n2ncc(C(=O)N3CCC(C(N)=O)CC3)c2C(F)(F)F)cc1	-1
CCn1c(=O)n(CC(=O)NC2CCCc3[nH]c(=O)c(C(N)=O)cc32)c2ccccc21 (stereo unspecified)	-6

Bioassay records: PubChem, Fisher Drug Discovery Resource Center
